Bioassay records (PubChem)
RECQ1 helicase: inhibitors of human RECQ1 DNA helicase. 240,000 compounds, 0.54% hits. Potency, µM (highest dose often 57.3 µM), without a hit: top-dose activity, negative = inhibition, usual class: inhibitors. P46063. AID 2549. RECQ1 DNA unwinding, red fluorescence kinetic read;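 further: plate controls were vehicle for no effect and no enzyme for full effect; nearly all actives have a fitted effect of over 30% in size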
Target sequence (P46063 whole entry, looked up): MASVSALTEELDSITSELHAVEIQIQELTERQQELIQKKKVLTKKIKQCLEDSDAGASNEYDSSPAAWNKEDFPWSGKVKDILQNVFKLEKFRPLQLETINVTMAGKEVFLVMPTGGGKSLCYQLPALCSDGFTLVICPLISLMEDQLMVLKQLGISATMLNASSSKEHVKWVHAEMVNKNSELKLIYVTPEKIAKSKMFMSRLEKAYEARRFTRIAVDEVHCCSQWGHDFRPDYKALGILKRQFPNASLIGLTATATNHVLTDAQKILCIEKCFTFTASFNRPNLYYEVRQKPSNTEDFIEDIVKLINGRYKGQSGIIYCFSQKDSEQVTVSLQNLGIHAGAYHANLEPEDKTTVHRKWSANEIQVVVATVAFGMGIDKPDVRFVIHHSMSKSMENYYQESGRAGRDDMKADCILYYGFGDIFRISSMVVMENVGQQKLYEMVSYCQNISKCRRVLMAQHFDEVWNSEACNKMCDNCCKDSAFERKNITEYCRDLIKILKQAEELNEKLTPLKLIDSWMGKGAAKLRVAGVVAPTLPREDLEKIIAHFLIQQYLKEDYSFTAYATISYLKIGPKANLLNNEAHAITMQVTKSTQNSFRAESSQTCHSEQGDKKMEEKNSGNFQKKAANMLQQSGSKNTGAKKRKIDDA
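RECQ1T1 50 nM; forked duplex (20 bp + 30-nt ss tails) 200 nM, ATP 2 mM final; pH 8.0, 2 mM MgCl2, 2.5 ug/ml poly(dI-dC); 15 min compound preincubation; discontinuous kinetic read over 2 h at RT.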
L3MBTL1 inh: inhibitors of human L3MBTL1; Q9Y468; AlphaScreen L3MBTL1–H3K9me1 peptide binding; Potency, µM (top dose mostly 57.1 µM), for the others: at the highest dose activity, negative = inhibition, usual class: inhibitors; 230,000 compounds, 0.66% hits; AID 485360; further: nearly all actives have a fitted effect of over 60% in size
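Read-out is AlphaScreen signal from streptavidin donor and nickel chelate acceptor beads (10 ug/mL final each) bridging L3MBTL1 (50 nM) and biotinylated K9-monomethylated H3(1-15) peptide (75 nM), after 30 min compound exposure at room temperature.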
TRb SRC2 PPI: inhibitors of human thyroid hormone receptor beta-SRC2 interaction | Potency, µM (titrated, usually from 106 µM), inactives show at the top dose activity change, negative = inhibition, most hits filed as inhibitors | 280,000 compounds, 0.065% hits | TRbeta-SRC2 peptide binding, fluorescence polarization; receptor liganded with 1 µM T3;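 further: plate controls were bound peptide for no effect and peptide without receptor for full effect; nearly all actives have a fitted effect of over 50% in size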
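Compounds were added to 0.6 uM TRb ligand-binding domain and 20 nM Texas Red-labeled SRC2 peptide in Tris buffer containing 1 uM T3, incubated 5 hr at ambient temperature, then read by fluorescence polarization.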
GAA glycogen mod: inhibitors or activators of human alpha-glucosidase glycogen cleavage; 300,000 compounds, 0.38% hits; recombinant GAA, glycogen substrate, Amplex Red glucose oxidase fluorescence; AID 2100; Potency, µM (series often up to 76.4 µM), without a hit: at the top dose activity change, negative = inhibition, usual class: inhibitors;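 further: 0% = full enzyme reaction and -100% = no-enzyme basal signal; the screen sought inhibitors and activators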
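qHTS, 1536-well; enzyme 4 nM final; cpd up to 77 uM; substrate bovine liver glycogen 30 ug; 50 mM citrate/phosphate pH 5.0, 0.01% Tween-20; 37 C, 40 min; Amplex Red detection 45 min RT; Hill fit → AC50.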
RGS12 GoLoco inh: RGS12 GoLoco-Gai1 interaction inhibition; P63096; Gai1:RGS12 GoLoco peptide FP, rhodamine, 10 min; Potency, µM (titrated, usually from 61.6 µM), for inactives: at the top dose activity, negative = inhibition, most hits filed as inhibitors; 230,000 compounds, 0.44% hits; AID 880; active means well fitted inhibition curve with a large enough effect, not every such curve was filed as active; inactive means no such curve, though single readings can be large or run the other way; further: nearly all actives have a fitted effect of over 30% in size; many of its hits are not listed in these tables
Target sequence (P63096 whole entry, looked up): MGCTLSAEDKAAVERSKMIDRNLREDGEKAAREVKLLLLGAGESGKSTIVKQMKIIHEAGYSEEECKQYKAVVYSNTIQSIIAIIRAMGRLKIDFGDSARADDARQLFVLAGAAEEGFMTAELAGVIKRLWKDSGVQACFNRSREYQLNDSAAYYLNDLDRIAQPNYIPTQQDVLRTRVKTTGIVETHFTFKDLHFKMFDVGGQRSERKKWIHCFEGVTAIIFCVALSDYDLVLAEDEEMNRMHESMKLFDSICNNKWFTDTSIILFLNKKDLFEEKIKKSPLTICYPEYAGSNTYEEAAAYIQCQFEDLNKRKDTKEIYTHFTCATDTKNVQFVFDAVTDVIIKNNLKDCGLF
GAA inh: inhibitors of human lysosomal alpha-glucosidase; Potency, µM (series often up to 76.9 µM), for inactives: at the top dose activity change, negative = inhibition, usual class: inhibitors; purified human GAA, 4-MU-alpha-glucoside fluorescence; 200,000 compounds, 0.005% hits;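 further: plate controls were uninhibited enzyme wells for no effect and no-enzyme background for full effect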
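Enzyme (4 nM final) mixed with compound (up to 77 uM), then 4-MU-alpha-D-pyranoside (400 uM final) added; 20 min at room temperature, pH 5.0. Reaction stopped at pH 10, fluorescence read, AC50 derived by Hill fit.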
TexasRed fluor: Texas Red fluorescence interference in TRb-SRC2 counter-screen; Potency, µM (highest dose often 106 µM), inactives show top-dose fluorescence change, negative = quenching; AID 1479; 280,000 compounds, 0.29% hits; TRb/SRC2 Texas Red total fluorescence interference; active means well fitted curve in either direction with a large enough effect; inconclusive means small, poorly fitted or top-dose-only effect
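Flags fluorescent or light-absorbing compounds by total fluorescence, S + 2P, at 555 nm excitation and 632 nm emission. Mixture: 20 nM Texas Red SRC2 peptide, 0.6 uM human TRb LBD, 1 uM T3, 5% DMSO; compound exposure 5 h at ambient temperature.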
aGlu spleen mod: inhibits or activates alpha-glucosidase in human spleen homogenate; P10253; human spleen homogenate, 4-MU-alpha-glucoside fluorescence; Potency, µM (series often up to 79.9 µM), for inactives: at the top dose activity change, negative = inhibition, usual class: inhibitors; 240,000 compounds, 0.006% hits; AID 2112;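 further: 0% = enzyme with vehicle and -100% = no enzyme basal signal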
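Human spleen homogenate (1 ug) incubated with compounds and 1 mM 4-methylumbelliferyl-alpha-D-glucopyranoside in pH 5.0 citrate/phosphate buffer, 37 C, 40 min. Stopped at pH 10; 4-MU fluorescence (Ex 365/Em 440 nm); AC50 by Hill fit.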
Numbers without * were called inactive; i = inactive; ? = inconclusive; . = not tested or not shown; & = joins results of further samples; [ ] = another dose, or the depositor's remark. Unless noted, the call rests on the fitted dose curve; in most records, active means well fitted curve in the direction sought with a large enough effect; inconclusive means small, poorly fitted or top-dose-only effect, or another doubt; inactive means no such curve, though single readings can be large; an effect the other way counts as inactive or inconclusive. Unless noted, on the % scale 0 is the no-effect control and ±100 the full control effect; potency means the concentration at half of the fitted maximal effect. This is a subset; the hit share may differ from the screen's.

SMILES	RECQ1 helicase	L3MBTL1 inh	TRb SRC2 PPI	GAA glycogen mod	RGS12 GoLoco inh	GAA inh	TexasRed fluor	aGlu spleen mod
CNNCc1ccc(C(=O)NC(C)C)cc1	-2%[25.9 µM]	.	2%	.	-2%[21.6 µM]	.	-1%	6%[29.1 µM]
CCOC(=O)N1CCN(c2c(N3CCC(N4CCCCC4)CC3)c(=O)c2=O)CC1	-6%	.	6%	-8%	9%	-6%	1%	3%
CCN(CC)CCNC(=O)Cn1cnc2sc(C)c(S(=O)(=O)N3CCOCC3)c2c1=O	i	9%	-5%	-4%	-1%	-1%	-3%	1%
O=C(CSc1nnc(CSc2nc3ccccc3s2)o1)NC1CCCCC1	1%	-5%	3%	3%	0%	0%	-6%	-11%
Cc1cc(OCCCCCNCCO)ccc1Cl	-4%	-15%	-19%	-1%	5%	?	-1%	-14%
CCC1=C2CC[C@H]3C(=O)N(c4ccccc4)C(=O)[C@H]3[C@H]2[C@@]2(C)C(=O)N(Cc3ccccc3)C(=O)N2C1=O	3%	.	4%	.	-3%	.	-3%	0%
CCOC(=O)N1CCN(C(=O)CSCc2ccccc2C)CC1	5%	-6%	-8%	3%	2%	?	-2%	-2%
O=C(CCC1CCCC1)N1CCC(N2CCCCCC2)CC1	-1%	-4%	-2%	3%	1%	-2%	1%	-1%
Cc1ccccc1NC1=C/C(=N\S(=O)(=O)c2cccs2)c2ccccc2C1=O	-4%	.	-22%	-12%	12%	-1%	-3%	-3%
CC1(C)CC(=O)C2=C(C1)N(c1ccc(F)cc1)C(=O)CC2c1cccnc1 (stereo unspecified)	0%	11%	0%	4%	5%	4%	1%	-10%
Cc1ccc2nc(NC(=O)CCn3c(=O)sc4ccccc43)sc2c1	-8%	-12%	-11%	-2%	8%	-6%	-1%	-2%
COc1cc2c(cc1OC)C(C)N(C(=O)c1cc3ccccc3o1)CC2 (stereo unspecified)	i	-1%	1%	-1%	11%	?	2%	-3%
CC(=O)N/C(N)=N/c1nc2cc([N+](=O)[O-])ccc2o1	i	8%	0%	-20%	11%	-5%[15.4 µM]	0%	-8%
CCOC(=O)NS(=O)(=O)c1ccc(CCNC(=O)c2cc(C)on2)cc1	-2%	11%	-4%	6%	-7%	1%	-1%	1%
CCOC(=O)N1CCC(NC(=O)c2cc(S(=O)(=O)N3CCCCC3)ccc2F)CC1	-7%	.	7%	5%	0%	2%	-3%	-7%
COc1ccc(/C=C/C(=O)NCC(=O)N2CCC(N(C)CCN3CCOCC3)CC2)cc1OC	-6%	.	-5%	3%	1%	6%	1%	2%
Cc1[nH]c2ccccc2c1SCc1nnc(SCc2ccc(Cl)cc2)n1C	-13%	-21%	2%	-11%	-2%	-6%	-3%	6%
CN(C)/C=N/c1ncc(C(=O)c2ccccc2)s1	i	5%	-4%	5%	1%	-10%	-2%	-14%
Cc1sc2nc(CN(C(=O)c3cccs3)C3CCCC3)[nH]c(=O)c2c1C	-2%	4%	-4%	0%	-7%	-6%	0%	5%
Cc1ccccc1C(=O)NNC(=S)Nc1cccc(C(F)(F)F)c1	-6%	34%[activator]	-7%	-3%	-15%	3%	-8%	-8%
CCc1ccc(NCCC(=O)c2ccc(Br)cc2)cc1	7%	-11%	0%	-8%	.	5%	-1%	5%
CSc1nc2cc(C)nn2c(-c2ccccc2Cl)c1C#N	i	1%	5%	3%	7%	.	0%	-4%
CN(C)c1cccc(C(=O)OCC(=O)Nc2ccccc2Cl)c1	-14%	-9%	-8%	-11%	-11%	8%	1%	5%
CCN1CC(CN(C)Cc2cn(-c3cccc(C)c3)nc2-c2cccc(F)c2)CC1=O (stereo unspecified)	-2%	-7%	-7%	?	-6%	?	-3%	-18%
COCCC(=O)Nc1ccc2c(c1)CN(C(=O)CCSC)CC2	-4%	4%	-1%	-10%	-3%	.	0%	5%
Cc1ccc(-c2nnn(CC(=O)N3c4ccccc4CCc4ccccc43)n2)cc1	-10%	-2%	0%	0%	-2%	-5%	-3%	3%
CCOC(=O)C1C(=O)C=C(Nc2ccccc2F)CC1c1ccccc1 (stereo unspecified)	1%	?	-2%	-1%	1%	6%	-2%	-7%
Cc1cccc(-n2c(C)cc(/C=N/NC(=O)c3ccc(CN4CCOCC4)cc3)c2C)c1	-10%	-12%	-2%	9%	9%	0%	-2%	-11%
CCN(C(=O)COC(=O)CNC(=O)c1ccc(F)cc1)C1CCS(=O)(=O)C1 (stereo unspecified)	-6%	.	8%	10%	3%	-8%	0%	-3%
Cc1cc(C(=O)OCC(=O)NCc2ccco2)c(C)n1-c1ccc(F)cc1	-16%	?	-6%	0%	12%	?	-2%	-4%
COc1cc(C2=NOC(C(=O)NC3CCCCC3)C2)cc(OC)c1OC (stereo unspecified)	-9%	3%	-4%	7%	4%	-1%	-2%	5%
COC(=O)CCC(=O)OC1(C)C(=O)C2=CN(CCN3CCOCC3)C(c3ccc(OC)cc3)=CC2=C(Br)C1=O (stereo unspecified)	7%[11.5 µM]	.	3%[11.2 µM]	-13%	11%[14.2 µM]	.	-5%[11.2 µM]	4%[17.4 µM]
Clc1ccc(-c2cn3cc(Br)ccc3n2)cc1Cl	-2%	10%	-13%	2%	7%	4%	2%	-2%
CCCCC(=O)NC(=S)Nc1cccc(Cl)c1N1CCCCC1	-6%	-1%	2%	-5%	3%	-7%	-7%	-14%
CN(C)c1nc(OCCNC(=O)COc2ccc(Cl)cc2Cl)nc(N2CCOCC2)n1	-11%	-19%[11.4 µM]	-28%	7%	-17%	-8%	-1%	-10%
Cc1cccc(CCNC(=O)c2nnc(Cc3ccc(Cl)cc3)o2)c1	-5%	-4%	-2%	3%	-1%	2%	-1%	2%
COc1cccc(CN2CCNC(=O)C2CC(=O)NCCn2ccc3ccccc32)c1OC (stereo unspecified)	i	-17%	6%	16%	3%	?	0%	3%
Cc1cccc(C)c1OCc1nc2ccccc2c(=O)n1/N=C/c1c[nH]c2ccccc12	4%	-7%	-1%	9%	.	-12%	-4%	-1%
O=C(C1CCN(Cc2ccc(Cl)cc2)CC1)N1CCN(C(c2ccccc2)c2ccccc2)CC1	-10%	-1%	4%	14%	.	-3%	0%	-1%
CNc1ccccc1-n1ccc(-c2ccccc2)n1	-22%	27%	-24%	7%	11%	2%	1%	-4%
c1ccc2c(N3CCCCC3)nc(N3CCCCC3)nc2c1	15%	43%[activator]	0%	?	-1%	?	-9%	-7%
Cc1nn(Cc2ccccc2)c(Cl)c1C(=O)OCc1nnc(-c2ccc(Cl)cc2)o1	i	8%	2%	-1%	12%	-9%	2%	2%
Nc1nc(SCC(=O)Nc2ccc([N+](=O)[O-])cc2)n[nH]1	i	8%	0%	2%	10%	-21%	-1%	5%
NC(=O)COc1ccccc1	-6%	3%	2%	0%	-4%	.	-5%	-14%
O=C(CSc1nc2c(cnn2-c2ccc(F)cc2)c(=O)[nH]1)N1CCCCCC1	-2%	10%	3%	12%	11%	1%	-1%	-6%
O=C(OC(C(=O)Nc1cc(Cl)cc(Cl)c1)c1ccccc1)C1=COCCO1 (stereo unspecified)	-12%	3%	6%	-3%	9%	-6%	2%	-1%
O=C(NCCN1CCOCC1)c1ccc2c(c1)N(Cc1ccc(F)cc1)C(=O)CS2	6%	-1%	4%	2%	-12%	-1%	1%	-11%
Nc1nnc(SCn2nnc3ccccc3c2=O)s1	-1%	-16%	11%	7%	-2%	3%	-2%	0%
Cc1nn(-c2ccccc2)c2c1C1(C(=O)N(C)c3ccccc31)C(C#N)=C(N)O2 (stereo unspecified)	-13%	0%	-1%	-22%	-8%	-2%	-5%	-2%
CSc1cccc(NC(=O)COc2ccccc2)c1	-6%	8%	-5%	-17%	-6%	-6%	-6%	4%

Next part, starting with the last 2 of the part before.
SMILES	RECQ1 helicase	L3MBTL1 inh	TRb SRC2 PPI	GAA glycogen mod	RGS12 GoLoco inh	GAA inh	TexasRed fluor	aGlu spleen mod
Cc1nn(-c2ccccc2)c2c1C1(C(=O)N(C)c3ccccc31)C(C#N)=C(N)O2 (stereo unspecified)	-13%	0%	-1%	-22%	-8%	-2%	-5%	-2%
CSc1cccc(NC(=O)COc2ccccc2)c1	-6%	8%	-5%	-17%	-6%	-6%	-6%	4%
Cc1cc(C)n2c(SCC(=O)NCc3ccc4c(c3)OCO4)nnc2n1	i	.	-2%	-1%	-15%	.	2%	-1%
CCn1c(SCc2nc3scc(-c4ccccc4)c3c(=O)[nH]2)nnc1-c1ccc(Cl)cc1	0%	3%	2%[53 µM]	6%	6%	3%	0%[53 µM]	-4%
COc1cccc(/C=N/NC(=O)c2c(C)nc3ccc(Br)cn23)c1O	-17%	.	1%	-3%	31%[activator]	0%	0%	-9%
COc1ccccc1[C@@H]1C(c2cccc(Cl)c2)=NN(c2ccccc2)[C@H]1C(=O)N1CCOC1=O	-2%	74%[activator]	6%&3%	-16%	3%&-9%	?	2%&-2%	8%&23%
CCc1nc2ccccc2n1CC(=O)N(C(C)CC)C1CCS(=O)(=O)C1 (stereo unspecified)	-5%	42%[activator]	-7%	11%	-13%	-14%	-8%	-9%
O=C1CC(c2ccc(F)cc2)CC2=C1C=Nc1ccccc1N2 (stereo unspecified)	i	-3%	0%	-6%	4%	5%	-6%	-1%
CC1(C)CC2CC(C)(CN2C(=O)C23CCC(C)(C(=O)O2)C3(C)C)C1 (stereo unspecified)	-4%	4%	4%	3%	-2%	2%	2%	9%
COc1ccc2c(Cl)c(C(=O)N/N=C/c3ccc4c(c3)OCO4)sc2c1	-18%	-6%	-12%	-1%	5%	-1%	0%	-3%
COCCN(Cc1cc2ccc(C)cc2n2nnnc12)Cc1nnnn1C(C)(C)C	-1%	4%	-2%	3%	-11%	4%	-1%	-6%
